Assay outcomes as filed in PubChem BioAssay.
TLR9-MyD88 block: TLR9-MyD88 interaction inhibition | inhibition, % at 4.98 µM | Q9NR96+Q99836 | CHO BLA complementation TLR9-MyD88, CCF4 FRET ratio | actives 0.21% (n = 340,000) | AID 504734;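 active = inhibition above the mean over all tested compounds plus 3 SD, cut at about 21% in these data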;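 also: 0% = DMSO only wells and 100% = clavulanate BLA inhibitor control wells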
ABHD5-PLIN5 inh: inhibitors of human ABHD5-perilipin-5 interaction. Q00G26+Q8WTS1. Split G. princeps luciferase complementation, luminescence, 4 h. inhibition, % at 4 µM. actives 0.78% (n = 360,000). AID 602281;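 active = inhibition above the mean inhibition across every tested compound plus 3 SD, cut at about 22% in these data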;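 also: 0% = DMSO only wells and the 100% control is not disclosed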
COUP-TFII inh: NR2F2 (human) inhibition, primary screen | P24468 | HEK293T NGFI-A luciferase reporter, luminescence | inhibition, % at 8.6 µM | actives 0.7% (n = 370,000) | AID 686940;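 active = inhibition above a per-plate cutoff, mean inhibition of test wells between control levels plus 3 SD, cut at about 38% in these data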;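 also: cells cotransfected with COUP-TFII expression vector driving the NGFI-A reporter; 0% = median of COUP-TF2 test wells and 100% = reporter-only cells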
TWEAK Fn14 block: blocks TWEAK-Fn14 interaction in a reporter cell assay | inhibition, % at 10 µM | AID 1159606 | TWEAK-stimulated Fn14 reporter cells, luciferase luminescence, 8 h | actives 2% (n = 360,000); in the data active = inhibition above about 50%
NCOA2 inhibitor: human SRC2 (NCOA2) inhibition; actives 0.17% (n = 370,000); Q15596; inhibition, % at 9 µM; HEK293 GAL4-SRC2 luciferase reporter, luminescence;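 active = inhibition above the mean inhibition of all tested compounds plus 3 SD, set per campaign, cut at about 52% in these data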;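 also: 0% = DMSO treated cells and 100% = cells given Gossypol at 36 µM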
NCOA1 inh: inhibitors of human steroid receptor coactivator 1 (SRC1). Q15788. HEK293 GAL4-SRC1 luciferase reporter, luminescence. inhibition, % at 3.6 µM. actives 0.12% (n = 360,000). AID 588354;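 active = inhibition above the campaign mean plus 3 SD, with each screening campaign given its own cutoff, cut at about 60% in these data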;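 also: 0% = DMSO treated cells and 100% = gossypol at 36 µM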
NCOA3 inh: inhibits human SRC3 coactivator | Q9Y6Q9 | HEK293 GAL4-SRC3 luciferase reporter, luminescence | inhibition, % at 3.6 µM | actives 0.17% (n = 360,000) | AID 588352;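 active = inhibition above a per-campaign cutoff, the mean of all compounds plus 3 SD, cut at about 60% in these data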;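 also: 0% = DMSO-treated cells and 100% = gossypol-treated cells at 36 µM; higher means less SRC3-driven luciferase light from the GAL4 reporter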
Target sequence (Q9Y6Q9 whole entry, looked up, the tested form may be a part): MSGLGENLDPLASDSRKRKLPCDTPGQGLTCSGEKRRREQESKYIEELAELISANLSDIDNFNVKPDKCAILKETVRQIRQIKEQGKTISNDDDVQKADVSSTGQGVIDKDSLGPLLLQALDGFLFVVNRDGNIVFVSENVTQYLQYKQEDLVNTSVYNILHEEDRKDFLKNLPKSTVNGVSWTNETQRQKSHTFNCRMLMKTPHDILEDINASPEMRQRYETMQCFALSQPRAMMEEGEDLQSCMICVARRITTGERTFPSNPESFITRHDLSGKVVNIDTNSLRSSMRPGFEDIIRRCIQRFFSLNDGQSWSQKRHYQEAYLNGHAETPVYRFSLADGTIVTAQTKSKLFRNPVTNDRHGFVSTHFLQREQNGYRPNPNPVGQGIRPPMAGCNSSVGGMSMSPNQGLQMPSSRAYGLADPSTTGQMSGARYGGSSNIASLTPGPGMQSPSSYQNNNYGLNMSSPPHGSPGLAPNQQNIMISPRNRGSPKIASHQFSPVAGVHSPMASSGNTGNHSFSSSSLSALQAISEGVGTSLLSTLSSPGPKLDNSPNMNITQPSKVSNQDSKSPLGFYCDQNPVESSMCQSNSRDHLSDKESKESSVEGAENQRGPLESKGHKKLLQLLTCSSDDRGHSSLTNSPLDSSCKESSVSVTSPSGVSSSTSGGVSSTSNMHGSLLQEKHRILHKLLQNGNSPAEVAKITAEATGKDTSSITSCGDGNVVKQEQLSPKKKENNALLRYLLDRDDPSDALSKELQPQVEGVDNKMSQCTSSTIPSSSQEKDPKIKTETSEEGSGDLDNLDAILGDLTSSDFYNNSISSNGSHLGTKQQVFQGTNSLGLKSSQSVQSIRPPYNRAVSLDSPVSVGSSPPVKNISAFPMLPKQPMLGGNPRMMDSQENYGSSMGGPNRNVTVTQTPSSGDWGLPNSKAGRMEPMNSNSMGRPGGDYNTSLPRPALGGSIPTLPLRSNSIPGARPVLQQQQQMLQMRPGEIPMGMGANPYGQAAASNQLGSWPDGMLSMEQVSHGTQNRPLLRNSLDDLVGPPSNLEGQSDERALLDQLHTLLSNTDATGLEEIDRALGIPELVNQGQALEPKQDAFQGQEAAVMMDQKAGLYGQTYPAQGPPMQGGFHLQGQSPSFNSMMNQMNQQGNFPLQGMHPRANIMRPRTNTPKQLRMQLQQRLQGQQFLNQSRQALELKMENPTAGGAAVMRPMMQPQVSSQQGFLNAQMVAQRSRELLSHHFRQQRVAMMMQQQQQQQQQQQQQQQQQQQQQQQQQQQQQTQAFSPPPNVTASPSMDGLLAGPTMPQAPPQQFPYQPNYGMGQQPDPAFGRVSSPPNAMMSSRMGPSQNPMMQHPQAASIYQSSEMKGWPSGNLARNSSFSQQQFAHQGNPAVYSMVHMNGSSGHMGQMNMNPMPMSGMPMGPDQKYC
TROY signal inh: inhibitors of TROY-dependent NF-kB signaling. actives 0.98% (n = 360,000). AID 1347056. inhibition, % at 10 µM. Q293 LMP1-TROYcd NF-kB luciferase reporter, 4 h;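 active = compounds whose plate-normalised and pattern-corrected inhibition of the luciferase reporter signal at the single screening dose is 50% or more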
LRH-1 inv ag: suppresses constitutive activity of human LRH-1 | O00482 | HEK293T StAR-luciferase reporter, LRH-1 transfected, 24 h | inhibition, % at 3.6 µM | actives 0.13% (n = 360,000);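 active = inhibition above the mean inhibition of all tested compounds plus 3 SD, cut at about 73% in these data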;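 also: 0% = DMSO wells and 100% = reporter-only cells lacking LRH-1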
Exocytosis inh: blocks lytic granule exocytosis | TALL-104 LAMP-1 surface exposure, flow cytometry; cells stimulated with thapsigargin and PMA | inhibition, % at 10 µM | actives 0.66% (n = 360,000) | AID 651702;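 active = inhibition above about 55%, limit read from the data; inconclusive = no clear call, values can overlap the other calls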
NOD2 RIPK2 PPI: NOD2-RIPK2 protein interaction inhibition. AID 624267. inhibition, % at 4.98 µM. actives 0.38% (n = 360,000). CHO BLA complementation NOD2-RIPK2, CCF4 ratio. O43353; in the data active = inhibition above about 21%;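 also: 0% = vehicle only and 100% = reference blocker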
Numbers without * were called inactive; ? = inconclusive; / = not tested or not shown; & = joins results of further samples. These rows are one share of the data (hit frequency here may not be typical).

Value order – TLR9-MyD88 block | ABHD5-PLIN5 inh | COUP-TFII inh | TWEAK Fn14 block | NCOA2 inhibitor | NCOA1 inh | NCOA3 inh | TROY signal inh | LRH-1 inv ag | Exocytosis inh | NOD2 RIPK2 PPI
> O=C1Nc2ccccc2C1Cc1ccccc1 (stereo unspecified)
    6 | 4 | -10 | -4 | -8 | -12 | 14 | -20 | -17 | 0 | 1
> CC1(C)CC(=O)C2=C(C1)NCN(CCCN1CCOCC1)C2
    -7 | 0 | 9 | -1 | 2 | 2 | 5 | 7 | 3 | 1 | 10
> CCOc1ccc(Nc2cc(=O)[nH]c(=O)[nH]2)cc1
    -7 | 1 | -15 | 4 | 0 | -3 | -5 | -11 | -6 | 0 | -6
> C/C=C/C(=O)Nc1cccc(C2=NOC3(C2)C[C@@H](C(N)=O)N(C(=O)c2cc([N+](=O)[O-])cc([N+](=O)[O-])c2C)C3)c1 (stereo partly specified)
    0 | -1 | -1 | -15 | 7 | -5 | -13 | 12 | 0 | 7 | -2
> CC(C(=O)Nc1ccccc1F)N1C(=O)c2ccccc2C1=O (stereo unspecified)
    1 | 2 | 0 | -2 | -11 | 2 | 24 | 7 | 5 | -1 | -9
> O=C(CSc1ccccc1C(=O)O)NC1CCCCCC1
    6 | 4 | -3 | -3 | 7 | -6 | -7 | -11 | -3 | ? | -6
> O=c1c2c(nc3nc(NCc4cccc(Cl)c4)[nH]n13)CCC2
    / | -5 | -26 | -5 | 0 | 11 | -1 | 6 | -3 | 0 | -8
> CN(Cc1ccccc1)C(=O)CN(C1CCCCC1)S(C)(=O)=O
    -1 | -1 | 11 | 9 | 17 | -12 | 1 | 0 | -21 | 3 | -5
> O=C1CCCC(O)=C1N=Nc1ccc(C(=O)O)cc1
    -6 | -8 | -1 | 1 | 10 | -2 | -7 | 7 | 15 | -4 | -3
> C=CCOc1ccc(/C=C/C(=O)OCC(=O)N2CCN(C(C)=O)CC2)cc1
    -4 | 5 | -11 | 8 | 23 | 5 | 3 | -7 | 3 | -16 | -1
> NNc1ccc(Cl)c(C(=O)O)c1
    -2 | 7 | 11 | 1 | 0 | -102 | -123 | -4 | -42 | -5 | -17
> CCCC(=O)n1nc(-c2cccnc2)nc1N
    2 | 0 | 15 | -1 | -17 | 7 | -2 | 15 | -5 | -4 | 3
> Cc1nc(SCc2ccccc2C#N)n[nH]1
    2 | 1 | 6 | -20 | -26 | 1 | 5 | 6 | -3 | -4 | 2
> COc1cc(CN2CCN(Cc3ccc(C)cc3)C(CCO)C2)ccc1O (stereo unspecified)
    8 | 5 | 2 | -4 | 11 | -16 | 7 | -3 | 0 | -1 | -3
> CCOC(=O)C1C(C(=O)OC)=C(c2ccc(OC)cc2)c2ccc(OC)cc2N1S(=O)(=O)C(F)(F)F (stereo unspecified)
    -6 | 8 | / | 1 | / | -6 | 8 | 5 | 12 | -4 | -1

Some values from the entries so far:
CCCC(=O)n1nc(-c2cccnc2)nc1N in ABHD5-PLIN5 inh is listed with 0
O=C1Nc2ccccc2C1Cc1ccccc1 (stereo unspecified) in LRH-1 inv ag is listed with -17
COc1cc(CN2CCN(Cc3ccc(C)cc3)C(CCO)C2)ccc1O (stereo unspecified) in ABHD5-PLIN5 inh is listed with 5
C=CCOc1ccc(/C=C/C(=O)OCC(=O)N2CCN(C(C)=O)CC2)cc1 in NCOA1 inh is listed with 5
NNc1ccc(Cl)c(C(=O)O)c1 in COUP-TFII inh is listed with 11
C/C=C/C(=O)Nc1cccc(C2=NOC3(C2)C[C@@H](C(N)=O)N(C(=O)c2cc([N+](=O)[O-])cc([N+](=O)[O-])c2C)C3)c1 (stereo partly specified) in Exocytosis inh is listed with 7
CC1(C)CC(=O)C2=C(C1)NCN(CCCN1CCOCC1)C2 in LRH-1 inv ag is listed with 3

Continuation:
Value order – TLR9-MyD88 block | ABHD5-PLIN5 inh | COUP-TFII inh | TWEAK Fn14 block | NCOA2 inhibitor | NCOA1 inh | NCOA3 inh | TROY signal inh | LRH-1 inv ag | Exocytosis inh | NOD2 RIPK2 PPI
> C=CCn1c(=O)c(C(=O)OCC)c(O)c2ccccc21
    -1 | 7 | -5 | -2 | 3 | -3 | 4 | 1 | -1 | 0 | -13
> COc1ccc(C(=O)Nc2cc(C)on2)cc1OC
    6 | 4 | 26 | 21 | 2 | -19 | -3 | -20 | 12 | -1 | -7
> O=C(NC1=NCCS1)C12CC3CC(CC(C3)C1)C2
    2 | 4 | -20 | 4 | 7 | -11 | -9 | 5 | -13 | 2 | -6
> NCCCS(=O)(=O)O
    -12&9 | 9&5 | 8&-1 | -5&1 | 0&-10 | -6&-3 | -15&9 | 11&9 | 0&-15 | -2&4 | -12&-13
> CCOc1ccc(C(=O)N(Cc2ccccc2)c2cccc(C)c2)cc1OC
    -7 | 1 | 13 | 19 | -16 | 4 | 9 | 0 | -16 | -1 | 2
> N#Cc1ccc(S(=O)(=O)NCC(=O)OCC(=O)N2CCCC2=O)cc1
    8 | 3 | -17 | -1 | 18 | -39 | 2 | -1 | -7 | 4 | 1
> CN(C)C(=O)C[n+]1ccc(C(N)=O)cc1
    3 | 5 | 7 | -5 | 16 | -3 | 16 | 1 | -11 | -11 | 4
> CCOC(=O)Cc1csc(NC(=O)CSc2nnc(-c3ccncc3)n2Cc2ccco2)n1
    -1 | 4 | 16 | 1 | 16 | 4 | 2 | 16 | -12 | 0 | -6
> O=C1CC(NC2CCN(C(=O)c3cccc(F)c3)CC2)C(=O)N1 (stereo unspecified)
    -16 | 2 | 14 | 8 | -16 | -1 | -1 | -8 | -7 | -13 | -1
> COc1ccc(CCNS(=O)(=O)c2ccccc2)cc1OC
    -4 | 6 | -8 | -2 | -22 | 1 | -4 | 5 | -2 | -2 | -8
> CN1CCN(C(=O)C2CC(c3c(F)cccc3Cl)=NO2)CC1 (stereo unspecified)
    0 | 4 | -6 | 6 | -11 | -16 | 0 | -5 | -3 | 0 | 13
> C[N+](C)(C)CCN1C(=O)CSC1=O
    -5 | -10 | 5 | -8 | -6 | 5 | 8 | 13 | 1 | 0 | -11
> O=S(=O)(NC(=S)NC1CCCCC1)c1cccs1
    -2 | 4 | -9 | -13 | -25 | -3 | -6 | 4 | -3 | -1 | -11
> COc1ccccc1NC(=O)Nc1nc(CC(=O)Nc2cccc(F)c2)cs1
    -2 | 3 | -26 | 30 | -5 | -21 | 0 | 14 | 12 | 0 | 0
> N#C/C(=C\c1ccc(OCc2cccc(C(=O)O)c2)cc1)C(=O)NCc1ccco1
    4 | 10 | -41 | 0 | -50 | -95 | -59 | -39 | -126 | 9 | -9
> CCOC(=O)C(C)Sc1ccc2nnc(CCNS(=O)(=O)c3ccc(C)cc3)n2n1 (stereo unspecified)
    -6 | -4 | 4 | 8 | -15 | -3 | -4 | 1 | 10 | -2 | 15
> Cc1ccc2nc(NC(=S)NC(=O)c3cccs3)sc2c1
    -1 | 0 | -19 | 43 | -28 | -70 | -66 | 54* | -36 | 6 | -9
> Cc1cc(-c2ccccc2)n2nc(C)c(-c3ccccc3)c2n1
    -16 | 3 | -14 | -18 | -15 | -1 | 9 | -34 | -26 | -2 | -3
> Cc1ccc(C)c(Oc2cc(F)nc(N)n2)c1
    -3 | -15 | -15 | -8 | -1 | 3 | -7 | 13 | 5 | -2 | 4
> O=C(c1cc2ccccc2oc1=O)N1CCN(C(=O)C2CCCO2)CC1 (stereo unspecified)
    -13 | -1 | / | 6 | / | 6 | -18 | 2 | -13 | 3 | 1
> COc1ccc(-c2cc3n(n2)CCc2nc4ccccc4n2-3)cc1
    0 | 6 | -12 | 30 | -56 | 0 | -19 | -19 | -1 | -1 | 2
> Cc1oc2ccc(O)cc2c1C(=O)c1ccc(Cl)cc1
    5 | -6 | -12 | 10 | -22 | -25 | -21 | -45 | 1 | 0 | -13
> CN(Cc1ccno1)Cc1cn(Cc2ccccc2)nc1-c1ccc2c(c1)OCO2
    -3 | -7 | 5 | -11 | -15 | -18 | -29 | -7 | -16 | 0 | -7
> c1ccc(N2CCN(c3ncnc4c3oc3ccccc34)CC2)cc1
    -11 | 1 | 3 | 34 | -5 | 5 | 15 | 29 | 7 | -1 | 15
> O=C(O)c1ccc(COc2ccc3ccccc3c2/C=C2/NC(=O)N(Cc3ccc(F)cc3)C2=O)cc1
    -3 | -5 | -5 | 9 | 8 | -2 | 7 | 19 | -6 | -11 | 4
> Nc1c(-c2ccc(Cl)cc2)cnc2c(-c3ccc(F)cc3)cnn12
    6 | 4 | -46 | -16 | -45 | -85 | -128 | 37 | -131 | 0 | 4
> O=C(Cc1c(F)cccc1Cl)Nc1cccnc1
    -1 | 2 | 6 | 0 | 6 | 15 | 7 | -8 | -7 | 0 | -5
> COc1ccc(CNC(=O)[C@H](Cc2c[nH]c3ccccc23)NC(=O)[C@@H]2Cc3ccccc3CN2)cc1
    -5 | -9 | 9 | 6 | -16 | -13 | -18 | -6 | -6 | -10 | -6
> Cn1cc([N+](=O)[O-])c(C(=O)NC2CCCCCC2)n1
    4 | 0 | -9 | -14 | -11 | -2 | 2 | 4 | -15 | 1 | 1
> Cc1onc(C(=O)NCc2cccs2)c1[N+](=O)[O-]
    2 | -2 | -12 | 1 | 10 | -23 | 9 | -6 | 1 | -2 | 5
> COc1ccccc1NS(=O)(=O)c1cc2c3c(c1)CC(=O)N3CCC2
    -2 | -6 | -9 | 21 | 7 | -15 | -3 | 2 | 16 | -1 | 1
> O=C(N/N=C/c1ccc(OC(=O)c2ccc([N+](=O)[O-])cc2)cc1)c1cccnc1
    -4 | 6 | 10 | 0 | -2 | -12 | -6 | 8 | -11 | 1 | -11
> CC(=O)N1CCN(c2ccc(NC(=O)c3ccc4c(c3)OCCO4)cc2)CC1
    -1 | 5 | 5 | 36 | 0 | -11 | -8 | 2 | -19 | -3 | 4

Ordered by value in NCOA3 inh (low to high): some entries from above
| canonical_smiles | TLR9-MyD88 block | ABHD5-PLIN5 inh | COUP-TFII inh | TWEAK Fn14 block | NCOA2 inhibitor | NCOA1 inh | NCOA3 inh | LRH-1 inv ag | Exocytosis inh | NOD2 RIPK2 PPI |
| --- | --- | --- | --- | --- | --- | --- | --- | --- | --- | --- |
| CN(Cc1ccno1)Cc1cn(Cc2ccccc2)nc1-c1ccc2c(c1)OCO2 | -3 | -7 | 5 | -11 | -15 | -18 | -29 | -16 | 0 | -7 |
| COc1ccc(CNC(=O)[C@H](Cc2c[nH]c3ccccc23)NC(=O)[C@@H]2Cc3ccccc3CN2)cc1 | -5 | -9 | 9 | 6 | -16 | -13 | -18 | -6 | -10 | -6 |
| Cc1ccc(C)c(Oc2cc(F)nc(N)n2)c1 | -3 | -15 | -15 | -8 | -1 | 3 | -7 | 5 | -2 | 4 |

Record cards (already shown). Values in the order: TLR9-MyD88 block, ABHD5-PLIN5 inh, COUP-TFII inh, TWEAK Fn14 block, NCOA2 inhibitor, NCOA1 inh, NCOA3 inh, TROY signal inh, LRH-1 inv ag, Exocytosis inh, NOD2 RIPK2 PPI
Cc1ccc(C)c(Oc2cc(F)nc(N)n2)c1 as listed: -3, -15, -15, -8, -1, 3, -7, 13, 5, -2, 4
Cn1cc([N+](=O)[O-])c(C(=O)NC2CCCCCC2)n1 as listed: 4, 0, -9, -14, -11, -2, 2, 4, -15, 1, 1
